# Assay outcomes deposited in PubChem by several laboratories.
# AI-2 QS mod: modulates the Vibrio harveyi AI-2 quorum sensing system | Vibrio harveyi JMH597 AI-2 luminescence/OD600 ratio, 9 h; hits give low values; strain lacks LuxN and CqsS sensors; 0 = neutral-control median | activity change, % at 7.5 µM | 300,000 compounds, 0.4% hits | AID 2094; in the data active = activity change below about -75%, passing the limit was not always enough; inconclusive = no clear call, values can overlap the other calls;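 also: luminescence divided by OD600 gain over 9 h not by final OD600 alone; inactives centre near 13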
# HIF act: HIF pathway transcriptional activation | activation, % at 7.5 µM (by protocol) | U2OS HRE-luciferase reporter, luminescence; normalized: DMSO 0%, desferrioxamine 100% | 300,000 compounds, 0.32% hits | AID 1910;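 active = mean activation of at least 10% of the iron chelator positive control signal, with at least half of replicates also reaching 10%; inconclusive = mean and replicate majority disagree about reaching 10%; inactive = mean and most replicates under 10%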
# MrgX1 PAM: allosterically activates human MrgX1 receptor signaling. Q96LB2. MrgX1-HEK293, Fluo-4 calcium flux, FDSS; hits give high values. B-score at 10 µM. 310,000 compounds, 0.63% hits. AID 588675;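 active = plate-corrected calcium response at least 3 library SD above typical, normal starting fluorescence, not activating the receptor alone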;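 also: compound read alongside a low EC10 to EC30 dose of BAM8-22 agonist; peak minus trough fluorescence over baseline measured at the second addition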
# Target sequence (Q96LB2 whole entry, looked up): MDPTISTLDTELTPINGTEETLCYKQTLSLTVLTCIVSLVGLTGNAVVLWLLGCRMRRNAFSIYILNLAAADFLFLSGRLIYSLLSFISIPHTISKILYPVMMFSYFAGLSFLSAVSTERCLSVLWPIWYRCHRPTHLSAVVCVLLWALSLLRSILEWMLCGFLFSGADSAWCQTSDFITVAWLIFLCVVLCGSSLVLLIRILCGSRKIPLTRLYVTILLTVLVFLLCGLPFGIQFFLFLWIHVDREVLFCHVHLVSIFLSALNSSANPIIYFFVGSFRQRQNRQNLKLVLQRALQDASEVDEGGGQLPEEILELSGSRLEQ
# TRPC4 inh: TRPC4 (mouse) channel inhibition | HEK293 TRPC4beta/mu-opioid, DAMGO-evoked Fluo4 calcium flux; hits give low values | 300,000 compounds, 0.39% hits | B-score at 10 µM | AID 2247 | Q9QUQ5;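 active = B-score over 3 SD under the library average, no early fluorescence shift, positive overall ratio signal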
#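 System: stable TRPC4beta/mu-opioid receptor HEK293 cells; Dosing: single-point compound dosing; Measured by: Fluo4 Ca2+ flux fluorescence; Read-out basis: per-well B score of integrated baseline-normalized Fluo4 ratio.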
# TRPC6 inhibitor: inhibitors of mouse TRPC6 channel | Q61143 | 310,000 compounds, 1.1% hits | HEK293-TRPC6, membrane potential dye, ACh-evoked depolarization; hits give low values | B-score at 10 µM;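 active = B-score under library mean minus 3 SD, initial fluorescence not abnormally high, positive integrated signal ratio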;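 also: B-score derived from integrated fluorescence ratio over the kinetic read; more negative B-score means stronger inhibition of depolarization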
# MrgX1 antagonist: antagonists of human MrgX1 receptor. Q96LB2. 310,000 compounds, 1.3% hits. B-score at 10 µM. MRGX1-HEK293 calcium flux, Fluo-4, BAM8-22 antagonism; hits give low values;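 active = calcium-response B-score plate-corrected more than 3 library SD below zero, starting fluorescence within 5 deviations, no agonist response on first addition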;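 also: peak minus trough fluorescence over baseline after final BAM8-22 challenge near maximal dose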
# TRPC6 act: mouse TRPC6 channel activation. 310,000 compounds, 0.13% hits. AID 2550. HEK293-TRPC6 membrane potential dye fluorescence; hits give high values. B-score at 10 µM;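 active = B-score of the integrated fluorescence ratio above library mean plus 3 SD, and starting fluorescence ratio within library mean plus 5 SD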;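 also: higher score means more depolarization so channel activation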
# MrgX1 agonist: activates human MrgX1 receptor signaling; Q96LB2; 310,000 compounds, 0.44% hits; AID 588627; MrgX1-HEK293 cells, Fluo-4 calcium fluorescence, agonist mode; hits give high values; B-score at 10 µM;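 active = calcium response B-score plate-corrected fluorescence ratio at least 3 library SD, with starting fluorescence B-score inside 5 SD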
#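 Test system: HEK293 cells stably expressing human MrgX1 receptor; Input: fifteen thousand cells per well; Dosing: compound delivered in addition one of three; Schedule: overnight seeding, then 1 h dark dye loading; Technique: Fluo-4 NW calcium fluorescence; Measure: B-scored fluorescence response ratio; Controls: positive and negative controls per plate.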
# TRPC4 potent: allosteric potentiators of mouse TRPC4 channel; B-score at 10 µM; Q9QUQ5; 310,000 compounds, 0.42% hits; AID 2227; HEK293 TRPC4beta/mu-opioid, DAMGO EC20, Fluo-4 Ca2+ flux; hits give high values;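 active = B-score of calcium response area above 5 SD of library B-scores, with initial fluorescence ratio within 5 SD of library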;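 also: B-score of integrated fluorescence ratio over time as area under calcium response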
# TRPC4 agonist: activators of mouse TRPC4 channel | HEK293 TRPC4beta/mu-opioid, Fluo4 calcium fluorescence; hits give high values | B-score at 10 µM | 310,000 compounds, 0.49% hits | AID 2237;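 active = B-score above 5 SD of library B-scores, and initial fluorescence ratio not above library mean plus 5 SD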;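 also: positive B-score marks a calcium rise read as TRPC4 activation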
#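 system = HEK293 cells stably co-expressing mouse TRPC4beta and mu-opioid receptor | schedule = Fluo4 dye loading 45 min at room temperature, 110 s recording | measure = B-scored integrated calcium fluorescence ratio | signal = Fluo4 calcium-sensitive dye fluorescence, kinetic, 1 Hz baseline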
# PolyA inh: yeast polyadenylation inhibition | 300,000 compounds, 0.02% hits | calls only at 12 µM | S. cerevisiae SKY197-pL101 polyadenylation reporter, beta-gal luminescence; efflux-impaired pdr1/pdr3 knockout yeast; score 100 = 6 SD above DMSO | AID 1875;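 active = lowest replicate activity score at least 50, where 100 means six control SD above control mean; inconclusive = lowest score under 50 but half or more replicates reach 50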;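 also: yeast exposed to compound for 9 h at 30 °C; higher score means more reporter readthrough which indicates perturbed polyadenylation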
# Active calls of the source: *; i = inactive; ? = inconclusive; . = no result given.
# Below each SMILES: AI-2 QS mod, HIF act, MrgX1 PAM, TRPC4 inh, TRPC6 inhibitor, MrgX1 antagonist, TRPC6 act, MrgX1 agonist, TRPC4 potent, TRPC4 agonist, PolyA inh
O=C(Cc1cccs1)N1CCN=C1SCc1ccc(F)cc1
    17.3, -0.4, i, i, i, i, i, i, i, i, i
CCC(C(=O)NNC(=O)c1cnccn1)c1ccccc1 (stereo unspecified)
    13.9, -0.5, i, i, i, i, i, i, i, i, i
COc1ccc(S(=O)(=O)NCc2c(-c3ccccc3)noc2C)c(OC)c1
    9.4, -1.3, i, i, i, i, i, i, i, i, i
NC(N)=NS(=O)(=O)c1ccc(NC(=S)NC(=O)/C=C/c2cccs2)cc1
    25.1, -0.1, i, i, i, i, i, i, i, i, i
Cc1cc2c(cc1S(=O)(=O)CCC(=O)Nc1cccc(C(F)(F)F)c1)OCC(=O)N2
    28.7, 0.4, i, i, i, i, i, i, i, i, i
CC(=O)Nc1ccc(NC(=O)CC2Nc3cccc4cccc(c34)NC2=O)cc1 (stereo unspecified)
    15.1, -0.4, i, i, i, i, i, i, i, i, i
CN(C)CCCC1Sc2ccccc2Sc2ccccc21 (stereo unspecified)
    47.9, 0.4, i, i, i, i, i, i, i, i, i
COc1ccc(CC(=O)NNS(=O)(=O)c2ccc(F)cc2)cc1OC
    17.6, 0.0, i, i, i, i, i, i, i, i, i
CC(C)S(=O)(=O)N1CCCC(C(=O)c2cccc(Cl)c2)C1 (stereo unspecified)
    17.1, -1.0, i, i, i, i, i, i, i, i, .
CNC1(C(N)=O)CCNCC1
    9.5, -19.7, i, i, i, i, i, i, i, i, i
COc1ccc(C(=O)NCCSCc2ccccc2)cc1OC
    65.3, -0.4, i, i, i, i, i, i, i, i, i
CC12CCC(C(=O)OC3CCCCC3)(OC1=O)C2(C)C (stereo unspecified)
    13.4, -1.2, i, i, i, i, i, i, i, i, i
Cc1ccc(S(=O)(=O)N2CC3(C)CN(S(=O)(=O)c4ccc(C)cc4)CC(C)(C2)C3=O)cc1
    36.5, 0.0, i, i, i, i, i, i, i, i, i
COc1cc(C(C)=O)ccc1COc1ccc(C(=O)OCC(=O)NC2CCS(=O)(=O)C2)cc1OC (stereo unspecified)
    42.9, 0.3, i, i, i, i, i, i, i, i, i
CCCCNCc1cc2ccccc2o1
    15.5, -0.3, i, i, i, i, i, i, i, i, i
CCOC(=O)Nc1ccc(S(=O)(=O)N2CCOCC2)cc1
    17.6, -0.1, i, i, i, i, i, i, i, i, i
CC(O)[C@H](NC(=O)C1CCN(C(=O)[C@H](Cc2ccccc2)NC(=O)OC(C)(C)C)CC1)C(=O)O (stereo partly specified)
    26.2, -35.5, i, i, i, i, i, i, i, i, i
Cc1cccc(-n2cc(CN3CCN(C(=O)c4ncn[nH]4)CC3)c(-c3cccc(F)c3)n2)c1
    6.3, 2.2, i, i, i, i, i, i, i, i, i
CCCOc1ccc(-c2nnn(CC(=O)c3c[nH]c4ccccc34)n2)cc1
    16.6, 0.4, i, i, i, i, i, i, i, i, i
O=C1CN(C(=O)c2cc([N+](=O)[O-])ccc2Cl)C(c2ccccc2)c2cc(F)ccc2N1 (stereo unspecified)
    7.3, 0.3, i, i, i, i, i, i, i, i, i
O=C(CSc1nnc(-c2ccccc2)o1)OCc1ccccc1
    15.3, 0.0, i, i, i, i, i, i, i, i, i
CCc1ccc2[nH]c(=O)c(CN(CCCO)C(=O)NCc3ccccc3)cc2c1
    -0.2, 0.2, i, i, i, i, i, i, i, i, i
C#CCNC(=O)C1=C[C@@H](C)[C@H](CCCO)[C@@H](OCC)O1
    8.2, -1.8, i, i, i, i, i, i, i, i, i
Cc1ccc(C(=O)N(CN2CCCC2=O)c2ccc(F)cc2)cc1
    13.2, 1.1, i, i, i, i, i, i, i, i, i
Nc1ccc(C(=O)N2N=C(c3ccccc3)CC2(O)C(F)(F)F)cc1 (stereo unspecified)
    18.7, -3.5, i, i, i, i, i, i, i, i, i
Nc1nc(SCC(=O)Nc2c(Br)cc([N+](=O)[O-])cc2Br)n[nH]1
    15.1, 0.0, i, i, i, i, i, i, i, i, i
Cc1ccc(-c2nnn(CC(=O)N3CCN(c4nc5ccccc5s4)CC3)n2)cc1
    9.0, -0.1, i, i, i, i, i, i, i, i, i
O=C(NCCc1ccc(Cl)cc1)c1ccc(OCC2CCCO2)cc1 (stereo unspecified)
    27.0, 2.1, i, i, i, i, i, i, i, i, i
O=C(NCc1ccccc1F)C1CCCN1C(=O)Nc1cccc(F)c1 (stereo unspecified)
    3.6, -1.3, i, i, i, i, i, i, i, i, i
Cc1c(N2C(=O)c3ccccc3C2(O)c2ccccc2)c(=O)n(-c2ccccc2)n1C (stereo unspecified)
    20.9, ., i, i, i, i, i, i, i, i, i
O=C(CCS(=O)(=O)c1cccc2nsnc12)NC1CCCCCC1
    5.3, -0.2, i, i, i, i, i, i, i, i, i
O=C(CC1c2ccccc2Oc2ccccc21)NCc1ccco1
    2.4, 0.1, i, i, i, i, i, i, i, i, i
O=S(=O)(O)c1ccc(N=NNc2ccc(Br)cc2)cc1
    57.3, 2.6, i, i, i, i, i, i, i, i, i
CC(=O)Nc1ccc(S(=O)(=O)Nc2ccc(S(=O)(=O)N3CCCC3)cc2)cc1
    14.5, 0.2, i, i, i, i, i, i, i, i, i
COc1ccccc1N1CCN(C(=O)CCc2ccc(S(=O)(=O)NCC(C)C)cc2)CC1
    27.5, -29.1, i, i, i, i, i, i, i, i, i
COc1ccccc1NC(=O)C(C)N1C(=O)c2ccccc2C1=O (stereo unspecified)
    24.9, 0.4, i, i, i, i, i, i, i, i, i
Cc1noc(NC(=O)c2ccccc2)c1C#N
    11.0, 0.0, i, i, i, i, i, i, i, i, i
C/C(CC(=O)Nc1cc(C)ccn1)=N\NC(=O)COc1cccc(C)c1
    5.3, 2.5, ., i, i, ., i, ., i, i, i
COc1ccc(OC)c(-c2cc(C(=O)N/N=C(\C)c3cccnc3)c3ccccc3n2)c1
    13.5, -0.5, i, i, i, i, i, i, i, i, i
Nc1nc(-c2ccccn2)nc(N)c1Cc1c(F)cccc1Cl
    37.7, 6.6, i, i, i, i, i, i, i, i, i
CC1(C(=O)NC2CCCCCC2)CCC(=O)N1Cc1ccc2c(c1)OCO2 (stereo unspecified)
    7.1, 0.0, i, i, i, i, i, i, i, i, i
CC(=O)O/N=C/c1c(N2CCOCC2)n(C)c2ccccc12
    28.3, 0.3, i, i, i, i, i, i, i, i, i
Cn1nnc(NC(=O)c2ccc(Br)o2)n1
    11.2, -0.3, i, i, i, i, i, i, i, i, i
Cc1cc(N(C)C)c(C#N)c(N2CCCCC2)n1
    -0.5, 0.5, i, i, i, i, i, i, i, i, i
CCCn1c(=S)[nH]c2cc(C(=O)N3CCc4ccccc43)ccc2c1=O
    ?, -0.2, i, i, i, i, i, i, i, i, i
COc1ccc(OC)c(C2=NOC(C(=O)Nc3ccc4c(c3)OCCO4)C2)c1 (stereo unspecified)
    13.5, 0.7, i, i, i, i, i, i, i, i, i
COc1ccc(N2CCN(C(=O)c3sc4ncn(CC(=O)N5CCCCC5)c(=O)c4c3C)CC2)cc1
    44.5, -1.3, i, i, i, i, i, i, i, i, i
COc1ccc(C2CC(c3cccs3)=NN2c2ccc(C=O)cc2)cc1 (stereo unspecified)
    28.9, 1.4, i, i, i, i, i, i, i, i, i
CC(=O)Oc1ccccc1C(=O)OCCN=C1NS(=O)(=O)c2ccccc21
    13.7, 0.1, i, i, i, i, i, i, i, i, i
COc1ccc(Cc2nc3ccc(C(=O)NC(C)Cc4ncccc4C)cc3o2)cc1OC (stereo unspecified)
    20.5, 1.8, i, i, i, i, i, i, i, i, i
CCn1c(CNC(=O)COc2ccc(C(C)C)cc2)nnc1SCC(=O)NC1CCCCC1C (stereo unspecified)
    22.9, -0.2, i, i, i, i, i, i, i, i, i
CC(=O)N1CC=CC1(C)C(=O)NCc1cc(F)cc(C(F)(F)F)c1 (stereo unspecified)
    12.5, -1.5, i, i, i, i, i, i, i, i, i
CC1CCCC/C1=N\NC(=S)NCCc1ccccc1 (stereo unspecified)
    20.5, 0.3, i, i, i, i, i, i, i, i, i
CCC(=O)N/N=C/c1ccc(-c2ccc(Cl)cc2)o1
    10.6, 2.7, i, i, i, i, i, i, i, i, i
O=C(NCCN1CCCC1)c1ccc(Br)cc1
    21.2, -7.3, i, i, i, i, i, i, i, i, .
CCOc1cc(C(=O)Nc2ccc([N+](=O)[O-])cn2)cc(OCC)c1OCC
    6.3, 0.1, i, i, i, i, i, i, i, i, i
Cc1c(Oc2ccc(C(F)(F)F)cc2[N+](=O)[O-])ccc2c3c(c(=O)oc12)CCC3
    0.0, 0.0, i, i, i, i, i, i, i, i, i
Cc1nc(COC(=O)c2ccc(S(=O)(=O)N3CCCC3)cc2)cs1
    4.7, -0.2, i, i, i, i, i, i, i, i, .
O=C(NC(=S)Nc1c(F)cc(F)cc1Br)c1ccc2c(c1)OCCO2
    23.6, 0.9, i, i, i, i, i, i, i, i, i
Cn1cccc1Cc1nnc(SCC(=O)Nc2ccc3c(c2)OCO3)n1CCc1ccccc1
    26.3, 0.1, i, i, i, i, i, i, i, i, i
COc1ccc(-n2ncc3c(NCc4ccccn4)ncnc32)cc1
    17.9, 2.7, i, i, i, i, i, i, i, i, i
Nc1nc(NCC(=O)O)nc(NC2CCCCC2)c1[N+](=O)[O-]
    19.1, -0.2, i, i, i, i, i, i, i, i, i
COc1ccc(/C=C/c2nc(S(=O)(=O)c3ccccc3)c(N(C)C)o2)cc1OC
    19.1, -0.8, i, i, i, i, i, i, i, i, i

# The list is partial; count on the stated rates, not on these rows.
